Vc quorum ag: inducers of Vibrio cholerae quorum light production without autoinducers, primary screen, BH1578 luxS cqsA deficient, single point. 350,000 compounds, 0.16% hits. V. cholerae BH1578 lux reporter, luminescence, 6 h. activation, % at 18.7 µM; in the data active = activation mostly above about 9.7%, no sharp cut-off; also: not every result past the cut was called active; inactives centre near 0; reference of the scale not given here
MazF activator: activators of E. coli MazEF toxin-antitoxin RNase, primary screen, biochemical, fluorescence, uHTS | Endoribonuclease toxin MazF (Escherichia coli (strain K12)), P0AE70 | FAM/BHQ RNA-DNA oligo cleavage fluorescence, 5 h | activation, % at 20 µM | 350,000 compounds, 0.32% hits | AID 504720, 2011; in the data active = activation above about 50%
Target sequence (P0AE70 whole entry, looked up): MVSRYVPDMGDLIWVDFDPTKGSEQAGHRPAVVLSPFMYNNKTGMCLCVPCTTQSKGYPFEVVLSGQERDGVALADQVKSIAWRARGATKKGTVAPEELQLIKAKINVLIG
DUSP3 inh: VHR1 phosphatase inhibitors, primary screen, biochemical, absorbance, uHTS; Dual specificity protein phosphatase 3 (Homo sapiens), P51452; recombinant VHR phosphatase, pNPP absorbance; inhibition, % at 13.3 µM; 290,000 compounds, 0.52% hits; in the data active = inhibition above about 50%; also: some compounds called inactive have numbers as strong as hits
BioA inh: M. tuberculosis BioA enzyme inhibitors, primary screen, biochemical, plate reader, single point, HTS. 360,000 compounds, 0.096% hits. 7,8-diaminopelargonic acid synthase BioA (Mycobacterium tuberculosis). inhibition, % at 9.99 µM. purified M. tuberculosis BioA enzyme; in the data active = inhibition above about 40%
Rv3671c protease: Rv3671c serine protease inhibitors, primary screen, biochemical, fluorescence polarization, M. tuberculosis H37Rv; inhibition, % at 5.96 µM; 320,000 compounds, 0.048% hits; AID 2606, 2010; in the data active = inhibition above about 38%;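 also: extracellular domain of Rv3671c used as enzyme; 0% = enzyme with DMSO and 100% = no enzyme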
Target sequence (P9WHR9 whole entry, looked up, the tested form may be a part): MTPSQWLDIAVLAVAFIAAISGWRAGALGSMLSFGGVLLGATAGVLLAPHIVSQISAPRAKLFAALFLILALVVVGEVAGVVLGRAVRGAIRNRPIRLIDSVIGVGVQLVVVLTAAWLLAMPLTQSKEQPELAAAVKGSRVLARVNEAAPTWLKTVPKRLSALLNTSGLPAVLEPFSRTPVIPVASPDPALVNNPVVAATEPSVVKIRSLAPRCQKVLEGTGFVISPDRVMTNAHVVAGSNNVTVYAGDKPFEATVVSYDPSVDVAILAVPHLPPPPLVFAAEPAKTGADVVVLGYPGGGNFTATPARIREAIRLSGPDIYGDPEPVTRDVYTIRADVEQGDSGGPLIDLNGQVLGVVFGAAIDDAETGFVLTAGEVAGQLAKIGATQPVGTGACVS
SARS 3CLpro inh: SARS-CoV 3CLpro protease inhibitors, primary screen, biochemical, quenched FRET; Replicase polyprotein 1ab (Severe acute respiratory syndrome coronavirus), P0C6X7; AID 1706, 2009; inhibition, % at 6 µM; recombinant SARS-CoV 3CLpro, quenched FRET peptide cleavage; 290,000 compounds, 0.14% hits; in the data active = inhibition above about 12%
UGM FP inh: M. tuberculosis UGM enzyme inhibitors, primary screen, biochemical, fluorescence polarization, single point; purified UGM, fluorescence polarization probe displacement; inhibition, % at 10 µM; 320,000 compounds, 0.06% hits; AID 504406, 2011; in the data active = inhibition above about 10%, passing the limit was not always enough
Target sequence (P9WIQ1 whole entry, looked up): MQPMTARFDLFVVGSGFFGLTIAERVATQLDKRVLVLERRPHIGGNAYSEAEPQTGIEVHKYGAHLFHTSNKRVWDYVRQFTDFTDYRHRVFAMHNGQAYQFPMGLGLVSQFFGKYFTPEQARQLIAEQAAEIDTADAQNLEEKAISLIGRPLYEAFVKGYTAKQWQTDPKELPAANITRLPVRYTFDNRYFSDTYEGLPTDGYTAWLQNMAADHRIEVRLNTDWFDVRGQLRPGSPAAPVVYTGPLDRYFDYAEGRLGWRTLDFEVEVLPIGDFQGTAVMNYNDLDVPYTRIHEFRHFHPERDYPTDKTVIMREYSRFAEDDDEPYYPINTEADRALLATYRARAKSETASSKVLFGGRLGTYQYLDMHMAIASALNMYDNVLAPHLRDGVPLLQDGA
PriA SSB inh: inhibitors of Klebsiella pneumoniae PriA binding to SSB C-terminal tail, primary screen, biochemical, AlphaScreen; PriA–SSB C-terminal tail interaction (Klebsiella pneumoniae); AlphaScreen SSBct-PriA binding, biotinylated peptide; inhibition, % at 33 µM; 430,000 compounds, 0.6% hits; AID 1272365, 2023; in the data active = inhibition mostly above about 37%, no sharp cut-off; inactive = mostly below about 20%;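 also: plate controls were negative control peptide for no effect and reference peptide for full effect; strong numbers were not always called active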
GDH-TPI inh: GDH-TPI coupling enzyme inhibitors, primary screen, artefact control for M. tuberculosis FBA inhibitor project, biochemical, absorbance, full deck; GDH-TPI coupled enzyme counterscreen, NADH absorbance; 360,000 compounds, 1.2% hits; inhibition, % at 4.8 µM; in the data active = inhibition above about 30%;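 also: 0% = DMSO wells and 100% = wells lacking the enzyme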
Mtb FBA inh: Mtb FBA enzyme inhibitors, primary screen, biochemical, fluorescence, strain H37Rv; Fructose-bisphosphate aldolase (Mycobacterium tuberculosis (strain ATCC 25618 / H37Rv)), …; purified M. tuberculosis FBA, fluorescence read-out; inhibition, % at 1 µM; 360,000 compounds, 2.3% hits; in the data active = inhibition above about 27%;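 also: 0% = vehicle and 100% = reference inhibitor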
Starred values were filed as active, the others as inactive; i = inactive; · = not tested or not shown; & = joins results of further samples. The list is partial. The share of hits here may be higher or lower than overall.

SMILES	Vc quorum ag	MazF activator	DUSP3 inh	BioA inh	Rv3671c protease	SARS 3CLpro inh	UGM FP inh	PriA SSB inh	GDH-TPI inh	Mtb FBA inh
CCC1(C)Cc2c(sc3[nH]c(=S)n(Cc4ccccc4)c(=O)c23)CO1 (centres undefined)	·	3	-4	2.0	-5	-1	1.0	1	16	-3
CC(=O)c1cccc(S(=O)(=O)NC2CCCCCC2)c1	i	5	-7	·	-2	4	1.7	-11	5	-2
COC(=O)Cc1[nH]nc2c1C1(C(=O)N(Cc3ccc(Cl)cc3)c3ccccc31)C(C#N)=C(N)O2 (centres undefined)	·	0	32	1.0	-7	5	-2.5	9	-2	-6
CCn1c(SCC(=O)NC2CCCC2)nnc1-c1c[nH]c2ccccc12	-1.6	12	2	1.5	-2	-6	-2.6	-10	7	-2
CCCCN=Cc1sc2ccc(OCC)cc2c1O	2.5	7	17	·	1	4	-0.5	10	6	3
O=C(Cc1cccc(NC(=O)C2CCCN(C(=O)C3CC3)C2)c1)Nc1cccc(C(=O)N2CCOCC2)c1 (centres undefined)	-0.8	4	·	-1.2	·	·	·	1	1	0
Cc1ccc(S(=O)(=O)N2[C@@H](c3ccc(Br)cc3)C(C(=O)O)=CC[C@H]2c2ccc(Cl)c(Cl)c2)cc1	i	-12	·	8.4	-23	·	·	-11	-3	-2
CC(C)c1nc2c(c(=O)n(C)c(=O)n2C)n1C	i	11	21	·	-6	-1	-1.0	14	-1	3
COc1ccc(/C=C2\C(=N)N3N=C(CC(=O)N4CCCCC4)SC3=NC2=O)cc1	-0.5	-1	28	-1.0	3	-5	1.7	1	7	-3
c1ccc(CSCc2cn3ccsc3n2)cc1	-0.5	-2	-4	1.8	8	-3	-0.2	7	-4	-1
O=C(c1ccc(-c2ccccc2)cc1)N1CCN(C(=O)c2ccco2)CC1	-0.3	3	22	6.9	6	2	1.5	-2	-7	1
O=C(NC1CC1)c1cc2c(F)cccc2s1	i	15	1	·	-4	-2	-1.0	-7	9	-3
S=C(Nc1ccccc1)N1CCN(c2ccc(N3CCOCC3)nn2)CC1	-0.4	24	27	·	-12	-1	-1.0	-7	2	20
CCOC(=O)c1[nH]ncc1CN1CCC(Cc2ccccc2)(C(=O)OCC)CC1	-0.9	10	21	-1.3	2	0	1.4	0	20	0
COc1ccc(NC(=O)CS(=O)CC(=O)Nc2cc(Cl)ccc2OC)cc1 (centres undefined)	-0.7	5	-1	0.4	-2	2	1.0	-17	14	-3
CCCCNS(=O)(=O)c1cccc(NC(=O)[C@H]2C[C@H](O)[C@@H](CO)O2)c1	-0.4	·	·	-0.3	·	·	·	·	4	0
CCC1Sc2ccc(S(=O)(=O)CCC(=O)Nc3ccccc3Cl)cc2NC1=O (centres undefined)	i	-6	-4	2.3	8	7	0.7	-3	-3	1
O=C(C1CC(=O)N(C2CCCCC2)C1)N1CCN(c2cccc(C(F)(F)F)c2)CC1 (centres undefined)	i	2	0	0.0	-2	-2	-1.1	-1	12	0
CCCc1n[nH]c2c1C(=O)CC(C)(C)C2	6.1	17	12	-1.1	-3	-3	-0.3	-5	-3	0
O=C(CSc1ccc(-c2ccccn2)nn1)NCc1ccc(F)cc1	i	6	29	·	6	-2	0.9	3	0	0

The closing 7 entries of the section before come first, to join the parts:
SMILES	Vc quorum ag	MazF activator	DUSP3 inh	BioA inh	Rv3671c protease	SARS 3CLpro inh	UGM FP inh	PriA SSB inh	GDH-TPI inh	Mtb FBA inh
CCOC(=O)c1[nH]ncc1CN1CCC(Cc2ccccc2)(C(=O)OCC)CC1	-0.9	10	21	-1.3	2	0	1.4	0	20	0
COc1ccc(NC(=O)CS(=O)CC(=O)Nc2cc(Cl)ccc2OC)cc1 (centres undefined)	-0.7	5	-1	0.4	-2	2	1.0	-17	14	-3
CCCCNS(=O)(=O)c1cccc(NC(=O)[C@H]2C[C@H](O)[C@@H](CO)O2)c1	-0.4	·	·	-0.3	·	·	·	·	4	0
CCC1Sc2ccc(S(=O)(=O)CCC(=O)Nc3ccccc3Cl)cc2NC1=O (centres undefined)	i	-6	-4	2.3	8	7	0.7	-3	-3	1
O=C(C1CC(=O)N(C2CCCCC2)C1)N1CCN(c2cccc(C(F)(F)F)c2)CC1 (centres undefined)	i	2	0	0.0	-2	-2	-1.1	-1	12	0
CCCc1n[nH]c2c1C(=O)CC(C)(C)C2	6.1	17	12	-1.1	-3	-3	-0.3	-5	-3	0
O=C(CSc1ccc(-c2ccccn2)nn1)NCc1ccc(F)cc1	i	6	29	·	6	-2	0.9	3	0	0
COC(=O)Cn1cc(/C=N/NC(=O)c2ccc(C#N)cc2F)c2ccccc21	0.9	-11	24	0.6	0	2	-2.8	·	38*	-1
COc1ccc(C2=NC(c3ccccc3)CO2)cc1 (centres undefined)	·	·	5	·	6	1	0.1	·	·	·
C=CCn1c(CCSCc2ccccc2)n[nH]c1=S	i	5	31	·	2	2	4.4	4	1	4
COc1ccc(CC(=O)Nc2cccc(-c3csc(C)n3)c2)cc1	0.6	-4	13	1.3	-3	-5	-3.1	-5	6	1
O=C(NCc1ccc2c(c1)OCO2)c1cccc2c1C(=O)N(C1CCCCC1)C2	-0.6	5	8	-1.5	-7	-1	-1.9	3	-11	2
COc1cc(NC(=O)COC(=O)c2cnc(C)cn2)c(C)cc1[N+](=O)[O-]	-0.3	-1	9	-1.6	0	6	-1.5	-14	-1	0
Cc1ccc(N(CC(=O)Nc2ccccc2C(=O)N2CCOCC2)S(C)(=O)=O)cc1	-1.4	-3	-5	-1.0	-1	-1	0.8	-12	6	3
COc1ccc(CCNC(=O)CSCc2ccc(Cl)cc2)cc1OC	-0.3	-4	-16	·	-3	3	-2.7	6	-12	1
CC1=NN(C(=O)c2ccc(Cl)cc2)C(O)(c2ccccc2)C1 (centres undefined)	-1.2	0	24	-1.3	2	1	0.3	-1	2	1
C#CCOCCOCCOCCNc1nc(N2CCOCC2)nc(N2CCN(C(=O)[C@H](CCC(=O)O)n3cc(C(N)Cc4ccc(O)cc4)nn3)CC2)n1 (some centres undefined)	i	7	21	-1.7	-1	0	-2.4	-4	12	2
CCN(CC(=O)NCc1ccc(Cl)cc1)C(=O)/C=C/c1cccs1	-3.3	-2	0	1.4	-1	-1	1.4	5	29	-3
CCCCCOc1ccc(C(=O)CCN2CCOCC2)cc1	-0.7	-6	7	-1.0	-2	1	0.1	9	9	-1
Cc1noc(C)c1CCC(=O)NC1CCCN(Cc2ccc(CC(C)C)cc2)C1 (centres undefined)	-0.4	3	-20	0.5	6	3	-2.2	1	-4	-3
C[C@@H]1CN([C@@H](C)CO)C(=O)CCCn2nncc2CO[C@@H]1CN(C)C(=O)c1ccncc1	-0.2	-6	·	-0.9&-1.8&0.2	·	·	·	·	-4	0
COc1cccc(C(=O)c2c(C)c(CCC#N)n3ccccc23)c1OC	-0.3	7	-16	·	3	2	0.8	-2	9	1
CN(CC(=O)Nc1ccc(Cl)c(C(F)(F)F)c1)C(=O)/C=C/c1ccco1	-0.3	3	2	·	-7	-2	2.9	-7	16	6
CCC(=O)OC1(C(=O)CCl)[C@@H](C)C[C@H]2[C@@H]3CCC4=CC(=O)C=C[C@]4(C)[C@@]3(F)[C@@H](O)C[C@@]21C (some centres undefined)	i	-3	·	1.0	8	·	-0.9	-2	-7	2
CC(=O)Nc1ccc(/C(N=Nc2ccccc2)=N/N=C(N)N)cc1	-1.9	23	·	·	·	·	·	i	10	-5
CSCCC(NS(=O)(=O)c1ccc2c(c1)OCCO2)C(=O)N(C)Cc1ccc(F)cc1 (centres undefined)	-2.9	2	·	3.2	6	·	-0.1	12	6	2
Cc1cccc(N(CC(=O)NCCSc2ccccn2)S(=O)(=O)c2ccccc2)c1	-0.4	11	-10	2.9	-9	3	0.2	-13	6	3
CC(C)C[C@H](NC(=O)NCc1ccccc1Cl)C(=O)O	2.9	6	8	-0.4	8	-3	-1.2	-1	1	-1
CCOC(=O)c1[nH]c(C)c(/C(O)=C2\C(=O)C(=O)N(CCN(C)C)C2c2ccc(C)o2)c1C (centres undefined)	-0.2	5	32	·	-5	-3	0.3	·	6	0
O=C(c1cc(-c2cccc(Cl)c2)on1)N1CCN(c2ccc(F)cc2)CC1	i	2	10	-1.0	-1	-2	0.5	-13	3	-2
COc1ccccc1CNC(=O)C(Cc1c[nH]c2ccccc12)NC(=O)OCc1ccccc1 (centres undefined)	i	-8	3	-2.2	-10	2	-1.5	21	10	0
O=C(COc1ccc(Br)cc1Cl)NC(=O)NCc1ccccc1	-0.4	14	5	·	-8	3	2.4	-10	7	-1
CSCC[C@H](NC(=O)NCc1ccccc1F)C(=O)O	·	-2	10	-0.8	4	-3	0.9	-6	6	-1
O=C1NC(=S)S/C1=C\c1ccc2ccccc2c1	i	-8	30	-0.6	-22	6	0.3	-8	7	-2
CCN1CCCC1CNC(=O)c1cc(N)ccc1OC (centres undefined)	-0.4	2	·	0.8	-2	·	-1.9	-4	1	3
CC(C(=O)Nc1ccc2c(c1)OCCO2)N(C)Cc1c(F)cccc1Cl (centres undefined)	·	-1	12	·	-4	2	-0.6	-14	-6	0
CC(=O)NC(CC(=O)Nc1cc(Cl)ccc1-n1cncn1)c1ccccc1 (centres undefined)	-0.3	-1	·	-0.6	1	·	2.9	-4	10	-2
COc1cc(NC(=S)NCCO)c(OC)cc1Cl	-0.9	-12	-6	-1.2	2	5	4.9	-1	8	-5
O=C1/C(=C/c2cccs2)NC(=S)N1C1CC1	-0.4	0	30	-1.4	3	2	3.0	5	14	-6
COc1cccc(OC)c1C(=O)NC(=S)Nc1ccc2oc(-c3ccncc3)nc2c1	-0.2	-3	24	-1.2	3	7	4.5	-14	1	5

Copied from the list.
GDH-TPI inh result of `CCOC(=O)c1[nH]c(C)c(/C(O)=C2\C(=O)C(=O)N(CCN(C)C)C2c2ccc(C)o2)c1C` (centres undefined) stands at 6
GDH-TPI inh result of `CSCC[C@H](NC(=O)NCc1ccccc1F)C(=O)O` stands at 6

Assay outcomes as filed in PubChem BioAssay.
